Screening data (PubChem BioAssay)
ROMK primary: modulates human ROMK potassium channel activity | 130,000 tested, 2% active | AID 1918 | Tet-inducible ROMK, thallium flux fluorescence; actives lie on both sides | B-score at 10 µM;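 active = signal ratio slope over the read window, or its plate-corrected B-score, at least 3 SD from the plate mean, either direction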;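 note: B-score of the F/F0 ratio slope over 7 to 12 s after thallium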
Target sequence (P48048 whole entry, looked up): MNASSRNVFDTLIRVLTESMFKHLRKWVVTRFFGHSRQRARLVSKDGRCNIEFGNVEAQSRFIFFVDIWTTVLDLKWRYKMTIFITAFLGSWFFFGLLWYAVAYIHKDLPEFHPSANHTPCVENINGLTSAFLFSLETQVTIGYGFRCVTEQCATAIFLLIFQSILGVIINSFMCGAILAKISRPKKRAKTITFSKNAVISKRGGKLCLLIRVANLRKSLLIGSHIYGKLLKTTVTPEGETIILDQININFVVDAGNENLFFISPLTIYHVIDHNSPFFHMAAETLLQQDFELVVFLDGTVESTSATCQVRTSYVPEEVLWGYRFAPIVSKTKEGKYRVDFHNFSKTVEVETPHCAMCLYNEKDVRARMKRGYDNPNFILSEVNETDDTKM
STAT3 blocker: reduces IL-6 driven STAT3 reporter signal; U3A cells, IL-6 STAT3-luciferase reporter, luminescence; host cell line lacks STAT1; 190,000 tested, 0.89% active; inhibition, % at 5.5 µM;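 active = inhibition above the mean inhibition across all screened compounds plus 3 SD, cut at about 44% in these data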;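 note: 0% = DMSO only wells and 100% = 100 µM nifuroxazide control wells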
TLR4-MyD88 BLA: inhibitors of human TLR4-MyD88 binding; O00206+Q99836; HeLa CL3-4 TLR4/MyD88 BLA complementation, FRET ratio; inhibition, % at 8.4 µM; 200,000 tested, 0.18% active; in the data active = inhibition above about 25%;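 note: 0% = vehicle and 100% = reference inhibitor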
PPARg SRC3 recr: promotes SRC-3 coactivator recruitment by human PPARgamma. P37231. biochemical PPARgamma/SRC-3 coactivator recruitment assay. activation, % at 8 µM. 200,000 tested, 0.26% active; in the data active = activation above about 23%;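 note: 0% = DMSO and 100% = reference agonist; some compounds past the cut are filed as inactive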
Target sequence (P37231 whole entry, looked up): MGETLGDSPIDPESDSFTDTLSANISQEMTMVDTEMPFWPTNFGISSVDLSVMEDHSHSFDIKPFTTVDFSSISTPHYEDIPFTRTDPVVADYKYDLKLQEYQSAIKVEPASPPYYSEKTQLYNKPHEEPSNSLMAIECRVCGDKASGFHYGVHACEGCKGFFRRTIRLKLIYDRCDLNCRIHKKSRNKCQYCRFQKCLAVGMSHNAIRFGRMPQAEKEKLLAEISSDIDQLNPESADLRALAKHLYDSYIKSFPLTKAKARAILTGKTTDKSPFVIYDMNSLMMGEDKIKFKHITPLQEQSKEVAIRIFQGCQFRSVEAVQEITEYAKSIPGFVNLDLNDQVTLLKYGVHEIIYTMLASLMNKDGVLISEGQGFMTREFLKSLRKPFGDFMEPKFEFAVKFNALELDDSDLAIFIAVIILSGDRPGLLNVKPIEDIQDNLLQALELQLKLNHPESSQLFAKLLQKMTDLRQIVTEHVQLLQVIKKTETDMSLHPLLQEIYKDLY
PPARg SRC2 recr: promotes SRC-2 coactivator recruitment by human PPARgamma | P37231 | PPARgamma LBD-SRC-2 recruitment, biochemical | activation, % at 8 µM | 200,000 tested, 0.34% active | AID 1032; in the data active = activation above about 22%;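 note: 0% = vehicle and 100% = reference agonist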
STAT3 act: activators of IL-6 induced STAT3 signaling; U3A cells, IL-6 STAT3-luciferase reporter, luminescence; 100% = signal with IL-6 EC80 alone; activation (% of control), % at 5.6 µM; 190,000 tested, 0.91% active; AID 871;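 active = activation above the screen-wide mean of compound activation plus 3 SD, cut at about 130% in these data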;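 note: 0% = background luminescence of wells with medium and substrate only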
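Material: STAT3-luciferase reporter U3A cells; Probe or stimulus: IL-6 (33 ng/mL); Incubation: compound pre-incubation 1 h before IL-6, then 6 h stimulation at 37 °C; Technique: luminescence from STAT3-driven luciferase reporter; Evaluation: % activation versus median of IL-6-stimulated wells; Controls: IL-6-only high control.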
SRC2 TRFRET art: counter-screen for PPARgamma SRC-2 recruitment agonists: TR-FRET artefact; hits give high values; TR-FRET ratio at 8 µM; 200,000 tested, 0.4% active; AID 1049; in the data active = TR-FRET ratio above about 2000; note: inactives centre near 1500
RAM inhibit: blocks the yeast RAM network; S. cerevisiae dse1pr::URA3 reporter, 5-FOA growth OD615, 2 d; analog-sensitive cbk1-as2 kinase mutant strain; inhibition, % at 50 µM; 190,000 tested, 1.8% active;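 active = inhibition above a set limit, 3 SD over mean compound inhibition, cut at about 8.4% in these data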;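 note: 0% = DMSO-only wells with no growth and 100% = 10 µM 1-NA-PP1 full growth; inhibition rescues growth on 5-FOA so higher OD means more RAM inhibition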
STAT1 blocker: inhibitors of IFN-gamma induced STAT1 signaling. NIH 3T3 STAT1-luciferase reporter, luminescence. inhibition, % at 5.5 µM. 200,000 tested, 0.35% active;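 active = inhibition above a set limit, the mean inhibition across all tested compounds plus 3 SD, cut at about 34% in these data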;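 note: 0% = IFN-gamma with DMSO and 100% = IFN-gamma with 300 µM nifuroxazide; values of inactives mirror those of a sister screen read the other way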
PPARg SRC1 recr: promotes SRC-1 coactivator recruitment by human PPARgamma. P37231. PPARgamma-SRC-1 coactivator recruitment biochemical assay. activation, % at 8 µM. 200,000 tested, 0.41% active. AID 631; in the data active = activation above about 19%;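 note: 0% = DMSO and 100% = reference agonist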
S1P3 antag: antagonists of human S1P3 receptor. Q99500. CHO S1P3 NFAT-BLA reporter, FRET fluorescence, antagonist mode. inhibition, % at 4.98 µM. 170,000 tested, 0.27% active. AID 485;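 active = inhibition above the plate cutoff, the mean inhibition of test wells on that plate plus 3 SD, cut at about 28% in these data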;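 note: cells challenged with S1P at its EC80 of 0.8 µM; blue over green emission ratio from cleaved BLA substrate after 4 h stimulation; 0% = S1P-stimulated wells and 100% = unstimulated DMSO-only wells; some compounds past the cut are filed as inactive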
* marks the source's active call; other numbers are inactive results; x = not tested or not shown.

SMILES	ROMK primary	STAT3 blocker	TLR4-MyD88 BLA	PPARg SRC3 recr	PPARg SRC2 recr	STAT3 act	SRC2 TRFRET art	RAM inhibit	STAT1 blocker	PPARg SRC1 recr	S1P3 antag
CN(C)/C=C(\C#N)c1nc2ccccc2[nH]1	-1.25	14.8	7.1	5.2	14.1	91.2	1748	0.5	-6.9	1.2	-30.9
CCn1c(SCc2ccccc2)nnc1-c1cccs1	x	12.5	-0.8	5.9	17.1	93.0	1565	0.5	3.9	9.6	-8.2
Cc1cccc(Nc2n[nH]c(C)c2[N+](=O)[O-])c1	x	-1.6	17.6	2.3	-6.0	100.5	1490	0.0	-63.1	6.8	6.9
O=C(c1cc(N2C(=O)C3C4CCC(C4)C3C2=O)ccc1Cl)N1CCN(c2ccccc2F)CC1 (configuration not stated)	-0.823	-4.4	5.0	2.6	0.8	101.5	1650	1.9	-4.5	7.2	-10.9
O=C(COC(=O)/C(=C/c1cccs1)c1cccs1)NCc1ccccc1Cl	-0.46	-2.5	9.1	3.8	14.5	100.8	1411	14.0*	0.1	4.5	-4.4
CCOc1cc(CNCCc2ccc(S(N)(=O)=O)cc2)ccc1OCC(=O)NC1CCCCC1	-0.149	1.9	4.3	-2.5	10.1	105.0	1632	1.2	-0.7	1.5	x
O=C(Nc1nnc(COc2ccc(Cl)cc2)s1)c1ccc([N+](=O)[O-])cc1	x	7.3	-3.6	0.7	1.4	102.5	1614	2.4	1.4	4.3	x
O=C(NCCCN1CCCC1=O)c1ccccc1NS(=O)(=O)c1ccc(F)cc1	x	6.2	-6.6	-0.7	-3.1	97.9	1616	2.5	9.7	2.4	x
Cc1ccc(CSc2nnc(-c3ccc(S(=O)(=O)N4CCCC4)cc3)o2)cc1	x	5.6	5.0	-6.0	-0.9	102.8	1504	10.2*	-0.7	3.6	-35.0
O=C(OCn1nnc2ccccc2c1=O)c1cccs1	x	3.6	0.6	1.4	0.2	97.2	1623	-0.3	3.6	-2.0	-24.3
O=C(Nc1cccc([N+](=O)[O-])c1)c1ccc(-c2ccccc2)cc1	x	12.7	16.5	0.3	1.5	89.0	1470	7.2	-0.7	-0.2	9.0
CCn1nc(C)c(NC(=O)CCSc2nc(-c3ccco3)cc(C(F)(F)F)n2)c1C	x	13.1	-1.2	-3.1	2.4	91.8	1564	0.5	5.0	5.5	x
O=C(c1cn2ccccc2n1)N1CCc2c([nH]c3ccccc23)C1c1ccccn1 (configuration not stated)	1.55	-0.2	-4.3	-2.1	4.3	104.7	1661	0.4	-2.8	8.5	-18.0
c1ccc(Oc2ccc(-c3ccnc4ncnn34)cc2)cc1	1.33	14.6	-12.7	1.3	-3.8	95.9	1494	0.7	2.5	2.1	-12.9
COc1ccc(CC(=O)Nc2ccc3nc(C)sc3c2)cc1OC	x	-15.8	-3.7	-3.6	-0.1	112.0	1465	-1.0	-1.6	-0.8	-22.3
N#C/C(=C\C1=C(N2CCOCC2)C(=C\c2ccc(Cl)cc2)/CC1)C(=O)Nc1ccccc1F	-1.93	11.3	-2.1	1.8	-2.1	89.6	1427	3.6	7.2	-2.6	-11.1
CCOC(=O)c1c(CN2CCCCC2)oc2ccc(O)cc12	x	7.7	-4.8	-12.1	-1.6	96.7	1614	-0.3	3.0	2.3	-13.7
CCCC(=O)Nc1c(-c2ccc(OC)cc2)c(=O)c2ccccc2n1C	0.416	-5.1	8.5	1.7	2.1	104.3	1550	-0.3	0.6	1.8	x
O=C(CSc1nnc(-c2ccccc2O)n1-c1ccccc1)Nc1cccc(C(=O)O)c1	0.339	-4.3	-8.3	3.8	10.3	103.2	1403	4.1	3.3	12.3	17.1
CC(=O)Nc1ccc2c(c1)nc(CCNC(=O)c1ccccc1)n2C	2.32	1.2	4.8	0.6	5.5	101.9	1524	-0.6	6.2	2.3	-7.6
COc1ccc(C(=O)CSc2nnc(-c3cc(C)cc(C)c3)o2)cc1	x	8.7	-2.9	5.7	5.4	100.1	1731	10.0*	-3.8	6.3	3.8
Cc1noc(C)c1COC(=O)CNC(=O)c1ccc(Cl)cc1	1.19	2.4	4.2	4.6	13.7	99.3	1650	0.4	-3.6	12.8	-16.8
COc1ccc(C(=O)NC2CCN(C(=S)Nc3ccccc3)CC2)cc1	0.59	14.5	-4.2	4.9	1.0	91.2	1552	2.6	10.7	-0.9	-3.4
O=c1[nH]c(/C=C\c2cccs2)nc(O)c1[N+](=O)[O-]	0.361	4.0	3.5	1.2	8.6	98.3	1666	4.3	-1.8	7.6	3.7
CCCCn1c(/N=C/c2cc(OC)ccc2O)nc2ccccc21	x	2.5	0.7	10.3	2.7	106.5	1717	-0.8	10.3	5.7	14.4
SMILES	ROMK primary	STAT3 blocker	TLR4-MyD88 BLA	PPARg SRC3 recr	PPARg SRC2 recr	STAT3 act	SRC2 TRFRET art	RAM inhibit	STAT1 blocker	PPARg SRC1 recr	S1P3 antag
Cc1cccc2cc(C#N)c(SCC(=O)NCC3CCCO3)nc12 (configuration not stated)	x	6.4	3.4	2.3	-3.8	97.8	1494	2.2	0.3	-4.2	x
COc1cccc(-n2c(SCC(=O)Nc3ccc4c(c3)CCC4)nc3ccccc3c2=O)c1	x	9.1	-1.0	7.7	6.0	96.5	1677	6.0	-4.3	12.2	-9.5
COC(CNC(=O)c1ccc2c(c1)ncn2-c1cccc(F)c1)OC	0.206	11.4	-4.5	3.4	-4.4	92.3	1654	1.2	-14.7	-0.9	-15.3
CCn1cc2c(c1-c1cccc(C)c1)c(=O)n(C)c(=O)n2C	x	5.8	-7.9	1.4	4.0	98.8	1662	-0.1	0.8	9.5	11.1
C/C=C/C(=O)NCCc1ccc(OC)c(OC)c1	0.18	5.8	12.2	2.3	8.1	98.4	1640	0.6	-2.0	4.2	-6.6
C=CCN(CC=C)C(=O)c1ccccc1NC(=O)c1ccccc1C	x	4.4	4.6	5.5	6.8	97.7	1613	1.9	1.9	2.1	x
CNCCCCOc1ccc(C(C)(C)C)cc1Cl	-0.227	14.3	13.1	5.2	1.1	92.0	1359	1.0	-5.6	4.2	-14.6
COc1ccc(-n2nnc3c(SCC(=O)OCc4ccccc4)ncnc32)cc1	-0.0168	-4.8	7.9	-0.4	-0.5	108.2	1707	13.6*	3.3	3.4	-3.3
COc1cc(SC)ccc1C(=O)NCCOc1ccc(F)cc1	x	3.2	-11.5	4.6	4.3	97.2	1474	0.7	-39.7	-3.9	-12.4
COc1ccc(NC(=O)CSC2=NCCN2)cc1	-0.11	-3.1	-22.7	0.5	-5.2	108.0	1578	1.1	-25.4	2.9	-13.5
Cc1ccccc1NC(=O)CSc1nc2n(n1)CCCCC2	-0.268	-12.3	-5.2	3.7	-2.9	108.1	1570	-0.3	3.8	1.1	-8.8
CCOc1ccccc1NC(=O)CSC1=C(C#N)C(c2ccco2)C(C(=O)Nc2nc3ccccc3s2)=C(C)N1 (configuration not stated)	x	-2.1	-4.1	2.7	0.3	106.9	1618	4.8	-9.2	5.0	12.1
Cc1csc(SCC(=O)NC(=O)NC(C)C)n1	0.094	10.2	-19.5	6.6	5.2	95.4	1832	5.5	-0.6	3.8	-11.3
S=C(NCc1ccc(Cl)cc1)NCc1ccccn1	-0.208	13.6	-7.8	4.6	2.4	95.8	1674	-0.1	1.7	3.7	-0.8
COc1ccc(CCNS(=O)(=O)c2cccc(C)c2)cc1OC	0.0269	-21.8	4.4	4.0	6.5	115.1	1514	0.1	-3.1	11.2	x
O=C(C(=O)N1CCc2ccccc2C1)N1CCc2ccccc2C1	x	7.9	3.5	1.8	-10.2	95.1	1289	-0.8	-8.8	-4.5	-7.9
Cc1cc(N2CCC(C)CC2)nc2cccc(O)c12	x	13.1	3.5	3.0	-1.8	96.1	1525	1.6	-2.4	7.9	x
COc1ccc(CCNC(=O)CSc2nc(O)c(CC(C)C)c(=O)[nH]2)cc1OC	0.0507	6.4	3.2	-2.8	-2.2	100.0	1588	-0.1	2.1	3.1	-17.4
CCOC(=O)c1c(NC(=O)C2CCCN(S(=O)(=O)c3ccccc3)C2)sc2c1CCCC2 (configuration not stated)	x	-0.5	-0.2	1.1	-2.3	100.4	1545	4.9	7.1	1.9	5.0
NC1=NC(=O)/C(=C/c2ccccc2OS(=O)(=O)c2ccccc2)S1	0.278	1.7	1.3	7.9	15.9	96.7	1805	7.0	-2.4	10.4	-8.1
CC(C)C(=O)Nc1ccc(N2CCN(c3ccc(F)cc3)CC2)cc1	-0.0263	0.4	-5.2	-4.6	1.7	101.0	1564	2.3	-6.6	7.3	-8.2
O=C(COC(=O)c1ccccc1Nc1ccc(SC(F)F)cc1)NC1CC1	x	1.7	6.0	7.1	-2.9	100.5	1383	12.5*	-8.9	-2.3	5.9
CCOn1c(=O)c(-c2ccc(OC)c(OC)c2)[n+]([O-])c2ccccc21	x	3.7	-7.2	12.7	1.1	99.8	1464	2.3	-1.6	7.7	x
COc1cccc2c(=O)cc(C)n(CC(=O)Nc3ccc(C)c(C)c3)c12	x	39.8	1.9	16.1	9.9	68.6	1648	3.5	13.7	6.9	10.4
COc1ccc2[nH]c(C)cc(=O)c2c1	x	18.9	1.9	10.6	6.0	87.2	1571	2.1	8.4	2.9	x
O=C(O)c1cc(-c2ccc(N3CCOCC3)cc2)nn1-c1ccc(F)cc1F	x	6.9	-0.9	-1.9	-3.6	98.5	1292	-1.6	5.2	5.0	3.4
CCC(=O)Nc1cccc(-c2cn3ccccc3n2)c1	x	22.7	8.2	-0.1	0.4	82.5	1668	2.7	-15.5	4.8	-2.6
CC(C)C(c1nnnn1Cc1ccc2c(c1)OCO2)N1CCN(c2ccccc2)CC1 (configuration not stated)	x	5.5	6.5	-0.5	-8.6	99.9	1320	5.0	5.5	-1.6	38.4

Single records (already shown). Screens in order: ROMK primary | STAT3 blocker | TLR4-MyD88 BLA | PPARg SRC3 recr | PPARg SRC2 recr | STAT3 act | SRC2 TRFRET art | RAM inhibit | STAT1 blocker | PPARg SRC1 recr | S1P3 antag
O=C(COC(=O)/C(=C/c1cccs1)c1cccs1)NCc1ccccc1Cl is entered as -0.46 | -2.5 | 9.1 | 3.8 | 14.5 | 100.8 | 1411 | 14.0* | 0.1 | 4.5 | -4.4
CN(C)/C=C(\C#N)c1nc2ccccc2[nH]1 is entered as -1.25 | 14.8 | 7.1 | 5.2 | 14.1 | 91.2 | 1748 | 0.5 | -6.9 | 1.2 | -30.9
O=C(CSc1nnc(-c2ccccc2O)n1-c1ccccc1)Nc1cccc(C(=O)O)c1 is entered as 0.339 | -4.3 | -8.3 | 3.8 | 10.3 | 103.2 | 1403 | 4.1 | 3.3 | 12.3 | 17.1
COc1ccc(CCNS(=O)(=O)c2cccc(C)c2)cc1OC is entered as 0.0269 | -21.8 | 4.4 | 4.0 | 6.5 | 115.1 | 1514 | 0.1 | -3.1 | 11.2 | x
O=C(OCn1nnc2ccccc2c1=O)c1cccs1 is entered as x | 3.6 | 0.6 | 1.4 | 0.2 | 97.2 | 1623 | -0.3 | 3.6 | -2.0 | -24.3
